Compound activity (PubChem)
CHO-K1 Ca PAM: counter-screen for M1 PAMs: effect in parental CHO-K1 cells. 360,000 tested, 0.02% active. ATP EC20, Fluo-8 calcium fluorescence; 0% at ATP EC20, 100% at ATP max. AID 602247. activation, % at 3 µM;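 active means activation above the run cutoff, the mean activation of all test compounds plus 3 SD, cut at about 40% in these data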;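 further: peak over basal fluorescence ratio in a 140 s read after ATP addition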
CHRM4 PAM: potentiates acetylcholine response at human M4 receptor; 360,000 tested, 0.4% active; CHO-K1 hM4/Gqi5, Fluo-8 calcium fluorescence, ACh EC20; 0% = ACh EC20, 100% = maximal ACh; activation, % at 3 µM; P08173;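 active means activation above its plate's cutoff, the mean activation of sample wells plus 3 SD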; further: some results filed as inactive read as strong as hits
Target sequence (P08173 whole entry, looked up): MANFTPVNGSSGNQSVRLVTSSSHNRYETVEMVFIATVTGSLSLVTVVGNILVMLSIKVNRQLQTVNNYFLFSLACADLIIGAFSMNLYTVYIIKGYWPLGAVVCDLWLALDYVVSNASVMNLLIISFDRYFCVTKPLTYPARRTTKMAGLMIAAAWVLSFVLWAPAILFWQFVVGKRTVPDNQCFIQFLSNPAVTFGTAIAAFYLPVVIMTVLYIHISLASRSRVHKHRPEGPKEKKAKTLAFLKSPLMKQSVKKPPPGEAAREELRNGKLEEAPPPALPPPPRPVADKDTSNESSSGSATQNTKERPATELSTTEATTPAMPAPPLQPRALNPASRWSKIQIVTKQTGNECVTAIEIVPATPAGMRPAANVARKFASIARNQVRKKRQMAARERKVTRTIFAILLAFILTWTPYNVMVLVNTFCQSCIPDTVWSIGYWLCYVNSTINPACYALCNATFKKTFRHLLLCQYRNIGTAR
M5 PAM: positive allosteric modulators of human muscarinic M5 receptor; CHO-K1 hM5, Fluo-8 calcium, ACh EC20 PAM; 0% = ACh EC20, 100% = ACh EC100; activation, % at 3 µM; 360,000 tested, 0.3% active;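 active means activation above the run cutoff, the mean activation of all test compounds plus 3 SD, cut at about 18% in these data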
Target sequence (P08912 whole entry, looked up): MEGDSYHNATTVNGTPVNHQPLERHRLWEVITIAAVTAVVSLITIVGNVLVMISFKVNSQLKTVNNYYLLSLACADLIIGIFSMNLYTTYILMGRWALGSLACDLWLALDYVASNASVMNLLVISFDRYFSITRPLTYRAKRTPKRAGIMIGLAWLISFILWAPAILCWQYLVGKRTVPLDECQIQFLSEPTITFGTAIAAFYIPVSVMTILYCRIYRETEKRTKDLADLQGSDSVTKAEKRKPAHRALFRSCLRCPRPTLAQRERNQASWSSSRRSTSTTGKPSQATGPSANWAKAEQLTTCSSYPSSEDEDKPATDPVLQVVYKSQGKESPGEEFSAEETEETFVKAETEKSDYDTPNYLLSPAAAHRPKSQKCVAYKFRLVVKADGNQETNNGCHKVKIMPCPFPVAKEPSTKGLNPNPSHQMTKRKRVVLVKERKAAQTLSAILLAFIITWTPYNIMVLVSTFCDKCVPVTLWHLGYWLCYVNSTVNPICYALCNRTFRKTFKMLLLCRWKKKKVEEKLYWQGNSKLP
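Measured by: Fluo-8 calcium fluorescence; material: human M5 receptor in CHO-K1 cells; schedule: Post-acetylcholine fluorescence recording 140 s; benchmarks: low control EC20 acetylcholine (0%), high control EC100 acetylcholine (100%); read-out: Max/basal fluorescence ratio as % of EC20–EC100 ACh window; compound: single dose, 3 µM nominal final test concentration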
CHRM5 agonist: CHRM5 agonism in calcium assay; P08912; CHO-K1 hM5 cells, Fluo-8 calcium fluorescence; 0% DMSO wells, 100% maximal acetylcholine response; activation, % at 3 µM; 360,000 tested, 0.19% active;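 active means activation above the run's mean over test compounds plus 3 SD, cut at about 23% in these data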;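 further: signal is peak over basal fluorescence ratio across the kinetic read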
CHRM5 antagonist: blocks acetylcholine activation of human M5 receptor. P08912. CHO-hM5 cells, Fluo-8 calcium fluorescence, ACh EC80. inhibition, % at 3 µM. 360,000 tested, 0.59% active. AID 624040;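 active means inhibition above a per-plate cutoff, the mean of that plate's test compounds plus 3 SD, cut at about 27% in these data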;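 further: 0% = acetylcholine EC80 with DMSO and 100% = DMSO without agonist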
CHRM4 antagonist: blocks acetylcholine activation of human M4 receptor; P08173; inhibition, % at 3 µM; AID 624125; CHO-hM4 cells, ACh EC80, Fluo-8 calcium fluorescence; 360,000 tested, 0.73% active;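 active means inhibition above its plate's cutoff, the mean inhibition of sample wells plus 3 SD, cut at about 27% in these data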;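 further: 0% = acetylcholine EC80 with DMSO and 100% = DMSO without agonist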
M1 ag parental: nonselective activator or artifact in parental CHO-K1 cells. activation, % at 3 µM. AID 602248. Fluo-8 calcium fluorescence; scaled to maximal ATP response, vehicle zero. 360,000 tested, 0.48% active; in the data active means activation above about 15%;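 further: untransfected CHO-K1 host cells lacking M1 receptor as counterscreen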
CHO-K1 Ca antag: M1 antagonist counterscreen hit in parental CHO-K1 cells. ATP-induced calcium, Fluo-8 fluorescence. inhibition, % at 3 µM. 360,000 tested, 0.6% active. AID 602250;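 active means inhibition above a per-plate cutoff, the plate's mean sample inhibition plus 3 SD, cut at about 24% in these data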;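 further: 0% = DMSO plus EC80 ATP and 100% = DMSO alone without ATP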
CHRM4 agonist: CHRM4 agonism in calcium assay | 360,000 tested, 0.14% active | activation, % at 3 µM | CHO-K1 hM4/Gqi5, Fluo-8 calcium fluorescence; vehicle 0%, full acetylcholine response 100%;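 active means activation above the run mean over all test wells plus 3 SD, cut at about 32% in these data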;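 further: peak over basal fluorescence ratio per well then scaled between controls; 0% = DMSO wells and 100% = acetylcholine at EC100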
Numbers without * were called inactive.

SMILES | CHO-K1 Ca PAM | CHRM4 PAM | M5 PAM | CHRM5 agonist | CHRM5 antagonist | CHRM4 antagonist | M1 ag parental | CHO-K1 Ca antag | CHRM4 agonist
O=c1c2ccsc2ncn1Cc1ccc(Cl)cc1 | 10 | 6 | 3 | -1 | -7 | 4 | 0.7 | -4 | 1
COCCNC(=O)C(c1ccc(O)cc1)N(Cc1ccco1)C(=O)CCC(=O)Nc1nccs1 (centres undefined) | 18 | -2 | 3 | -3 | -8 | 2 | 1.0 | -8 | 0
Cc1ccc(CNC(=O)CCNC(=O)N2CCn3c2nc2ccccc23)cc1 | 9 | 9 | -2 | -3 | 1 | -3 | -0.4 | -1 | 0
CN(C)c1ncc(C2=C(Cl)C(=O)C(N3CCCC3)=C(Cl)C2=O)s1 | 12 | 9 | 7 | 5 | -4 | -2 | -0.2 | 6 | 0
O=C(Nc1ccc(-n2cccn2)cc1)C1CCN(Cc2ccccn2)CC1 | -12 | 0 | 1 | -1 | 3 | 2 | 0.0 | 1 | 1
O=C1C2C(c3ccccc3)C=CC(c3ccccc3)C2C(=O)N1c1ccncc1 (centres undefined) | 22 | -3 | -4 | -6 | 7 | 2 | 1.5 | -11 | 4
CC(C)(Cc1cc(CC(C)(C)C(=O)O)cc(C(C)(C)C)c1)C(=O)O | -11 | 1 | 5 | 1 | 1 | -9 | 0.3 | -10 | 2
Cc1cc(C)c(NC(=O)c2oc3ccccc3c2COc2ccccc2)c(C)c1 | 18 | -7 | -8 | -4 | 2 | -9 | 0.7 | -12 | 0
Cn1nnnc1SCCNCc1ccncc1 | 8 | 4 | -1 | 0 | -4 | 9 | -0.1 | 2 | 10
Nc1ncc(Br)cc1S(=O)(=O)NCCC(=O)NC1CCCCC1 | 5 | 1 | 2 | -2 | 0 | -10 | 2.0 | -12 | 3
COc1ccccc1CN(C)C[C@@H]1OCc2cnnn2CCCC(=O)N([C@H](C)CO)C[C@H]1C | -1 | 5 | -1 | -1 | -4 | -18 | 0.2 | -7 | 2
CCOC(=O)C1=C(c2ccccc2)N(C)C(=O)NC1c1ccc(O)c(OC)c1 (centres undefined) | -9 | 12 | -14 | -4 | 13 | 1 | 1.1 | 0 | 3
COC(=O)CNC(=O)C(C)NC(=O)OCc1ccccc1 (centres undefined) | 18 | -4 | -2 | 1 | 2 | 5 | 1.1 | -13 | -1
COC(=O)c1cc(C(=O)N2CCN(c3cccc(Cl)c3)CC2)cc([N+](=O)[O-])c1 | 1 | -13 | -20 | -2 | 3 | 5 | 7.4 | 8 | 20
Cc1ccc(/C=C/C(=O)OCc2nc(N)nc(Nc3ccccc3C)n2)o1 | 21 | -2 | 0 | -4 | 5 | -1 | 3.5 | -8 | 2
COC(=O)CNC(=O)c1ccccc1C | -7 | -3 | 4 | -5 | 4 | 3 | -0.2 | 26* | 0
Cc1ccc(NC(=O)CC2S/C(=N/N=C3\CCCc4ccccc43)NC2=O)cc1 (centres undefined) | 12 | 2 | -4 | -5 | 2 | 10 | 12 | 6 | 1
CCOC(=O)C1C(=O)C=C(C)C(C(=O)OCC)C1c1cccc([N+](=O)[O-])c1 (centres undefined) | -4 | -2 | 1 | -5 | 6 | 4 | -0.2 | 5 | 0
CC[C@@]1(c2ccccc2OC)ON(c2ccccc2C(F)(F)F)C1=O | 8 | 0 | 1 | -4 | 7 | 4 | -0.1 | -4 | -2
COc1cccc(-n2c(Cc3cc(=O)[nH]c(=O)[nH]3)nnc2SCC(=O)NC2CCCC2)c1 | 12 | 1 | 3 | 0 | -2 | 8 | 0.8 | 10 | 0
O=C(Nc1nnc([C@@H]2C[C@H](O)[C@@H](CO)O2)s1)c1cccc(C(F)(F)F)c1 | 19 | -2 | 1 | 1 | -2 | 2 | 0.4 | -10 | 0
COc1cc(OC)cc(C(=O)NC2=NCCS2)c1 | -6 | -6 | -4 | -1 | 6 | 6 | -0.1 | 15 | 0
O=C(C1=NN[C@@H]2C(=O)N(c3cccc(F)c3)C(=O)[C@H]12)c1ccc2ccccc2n1 | 26 | 1 | 1 | 5 | -4 | -4 | 1.9 | -8 | 4
COC(=O)CN(C)C(=O)c1ccc(OC2CCN(S(=O)(=O)N(C)C)CC2)cc1 | -6 | -1 | -4 | 0 | 10 | 0 | 3.0 | -9 | 6
CCCCNC(=O)C1CC(=O)N(C2CCCCC2)C1 (centres undefined) | 9 | 15 | 3 | 0 | -4 | -12 | 0.6 | -6 | 0

Following part
SMILES | CHO-K1 Ca PAM | CHRM4 PAM | M5 PAM | CHRM5 agonist | CHRM5 antagonist | CHRM4 antagonist | M1 ag parental | CHO-K1 Ca antag | CHRM4 agonist
Cc1ccc(-c2nc3ccccc3o2)cc1NC(=O)c1ccc2c(c1)OCO2 | 19 | 15 | 5 | -1 | -2 | 7 | 0.5 | -2 | 5
COc1ccc(C2CCCN2C(=S)Nc2ccc(C)cc2Cl)cc1OC (centres undefined) | 15 | 5 | -3 | 4 | 1 | -17 | 7.2 | -22 | 5
COc1ccccc1CCN=C(N)NS(=O)(=O)c1ccccc1F | 24 | -1 | 1 | -1 | -5 | -2 | 2.2 | -12 | 2
CCCC(=O)Oc1ccc(N(C(=O)CCC)S(=O)(=O)c2cccs2)cc1 | -13 | 7 | 6 | -1 | 0 | -9 | -0.8 | 11 | -2
O=C(OCC(=O)c1cccs1)c1ccc([N+](=O)[O-])o1 | 13 | -3 | 11 | 1 | 3 | 1 | 0.6 | -8 | 1
c1ccc2c(c1)CC(N1CCCCC1)c1ccccc1N2 (centres undefined) | 22 | 3 | 2 | -6 | 0 | -4 | 0.6 | -8 | 0
COc1cc(/C=N/NS(=O)(=O)c2ccccc2)ccc1OS(=O)(=O)c1ccc(C)cc1 | 18 | 2 | -4 | 0 | -1 | -4 | 0.9 | -2 | 1
CCOC(=O)c1c(NC(=O)C2C3C=CC(C3)C2C(=O)O)sc2c1CC(C)CC2 (centres undefined) | 12 | -4 | -5 | -2 | -1 | -7 | 1.1 | 6 | 5
CC1CCC2C(=O)N(c3ccc(Cc4ccncc4)cc3)C(=O)C2C1 (centres undefined) | 4 | -7 | -10 | 9 | 12 | 9 | 9.6 | 7 | 11
COc1cc(NC(=O)CSCc2ccc(Cl)cc2Cl)c(C(=O)O)cc1OC | 0 | -2 | 3 | 2 | 4 | 5 | 0.0 | -6 | 0
CCCn1c(=O)c(C(=O)NNS(=O)(=O)c2ccc(C)cc2)c(O)c2ccccc21 | 7 | 4 | -8 | 2 | 3 | -7 | -0.8 | 2 | 0
CC(=O)c1cc(F)ccc1OCC(=O)N1CCN(c2ccc(F)cc2)CC1 | -6 | -5 | -2 | 0 | 7 | -1 | 1.1 | 1 | 3
COC(=O)c1c(NC(=O)C2COc3ccccc3O2)sc2c1CCN(Cc1ccccc1)C2 (centres undefined) | 30 | -4 | -2 | -7 | -2 | -8 | 0.7 | -12 | 0
Cc1c(C(=O)C(=O)NCCC2=CCCCC2)c2ccccc2n1C | 4 | -1 | 1 | -3 | 6 | 14 | 0.8 | 3 | 1
Cc1ccccc1-n1c(-c2ccc(Cl)cc2)cnc1SCC(=O)NC1CCS(=O)(=O)C1 (centres undefined) | 17 | 5 | 3 | -3 | 0 | -10 | 1.2 | -2 | 3
CC(=O)Nc1ccc(NC(=O)CN2C(=O)NC3(CCCCCCC3)C2=O)cc1 | 20 | 11 | 12 | 4 | 2 | -11 | 0.0 | -18 | 0
Nc1c(CO)nnn1-c1ccccc1 | 1 | 9 | 4 | 0 | -1 | 2 | 0.4 | 11 | 1
CCOc1ccc(NC(=O)c2csc3c2CCCC3)cc1 | 13 | -6 | -5 | -3 | 4 | -3 | 1.5 | 0 | 6
COc1ccc(Cc2nnc(SCC(=O)c3cccc([N+](=O)[O-])c3)n2C)cc1 | 12 | 0 | 2 | -2 | -4 | 13 | 0.4 | -5 | 2
COc1ccc(NC(=O)CCn2c(=O)c3cccn3c3ccccc32)c(OC)c1 | 19 | -10 | 0 | 1 | -4 | 10 | 5.9 | -6 | 13
COc1ccc(-n2nc(C(=O)NCC(=O)Nc3cc(OC)c(OC)c(OC)c3)c3ccccc3c2=O)cc1OC | 6 | -12 | -13 | 3 | 17 | 27* | 8.3 | 1 | 18
CCc1c(C)nc2cc(C)[nH]n2c1=O | 0 | 11 | -2 | -2 | -3 | -2 | -0.2 | 10 | 1
C/C(N)=C(/C#N)C(=O)CSc1nnnn1-c1ccc(C)cc1C | 8 | 2 | -17 | 6 | 13 | -5 | 13 | -3 | 11
O=C(CC1C(=O)NCCN1C(=O)c1ccc([N+](=O)[O-])cc1)Nc1cccc(Cl)c1 (centres undefined) | 13 | 6 | 2 | -4 | -1 | 3 | 0.0 | 1 | 0
Clc1cccc(OCCN2CCN(CCOc3cccc(Cl)c3)CC2)c1 | 22 | -5 | -7 | -4 | 8 | -8 | 2.8 | -7 | 8

(next part)
SMILES | CHO-K1 Ca PAM | CHRM4 PAM | M5 PAM | CHRM5 agonist | CHRM5 antagonist | CHRM4 antagonist | M1 ag parental | CHO-K1 Ca antag | CHRM4 agonist
Cc1cccc(CN2CCN(C3CN(Cc4ccc(F)cc4)S(=O)(=O)C3)CC2)c1 (centres undefined) | 6 | -8 | -5 | 0 | 4 | -2 | 2.9 | 8 | 5
Cc1[nH]c2ccccc2c1C(=O)COC(=O)C(C)C | -4 | -2 | 4 | 2 | -3 | 2 | -0.1 | 3 | 0
COC(=O)Cn1c(=NC(=O)c2ccc(OC)c(OC)c2)sc2cc(OC)ccc21 | -14 | -2 | -7 | 1 | 8 | 2 | 0.2 | 13 | 1
Cc1cc(C(=O)N/N=C/c2ccc3c(c2)OCO3)c2ccccc2n1 | 19 | -2 | 8 | -3 | -7 | -9 | 2.1 | -10 | 1
COc1ccc(-c2noc(CN(C)Cc3ccccc3)n2)cc1 | -8 | 0 | -2 | 1 | 10 | 2 | 0.1 | -1 | 0
Cc1ccc(CN2CCSc3ccc(C(=O)NCc4ccccn4)cc32)cc1 | 18 | 4 | -7 | -5 | 7 | -4 | 0.4 | 0 | 2
O=C(Cn1ncc2c([nH]c3ccccc32)c1=O)N1CCc2ccccc2C1 | -13 | -3 | -3 | -4 | 9 | 7 | 1.4 | -4 | 1
O=C1CCC(c2ccccc2)c2ccccc21 (centres undefined) | 10 | -5 | 9 | -2 | 0 | -5 | 1.9 | -2 | -2
CCOc1ccc(OCc2ccc(C(=O)Nc3cccc(C)n3)o2)cc1 | 12 | -2 | 1 | 1 | -8 | -10 | 2.0 | -5 | 1
O=c1oc(Nc2ccccc2F)nc2ccccc12 | 13 | 15 | 2 | -2 | -8 | -9 | 0.0 | -10 | 1
C=CCn1c(CNS(=O)(=O)c2ccc(Br)cc2)n[nH]c1=S | 18 | 1 | 4 | -2 | 7 | 5 | 1.9 | -14 | 2

Single records, as listed above. Screens in order: CHO-K1 Ca PAM	CHRM4 PAM	M5 PAM	CHRM5 agonist	CHRM5 antagonist	CHRM4 antagonist	M1 ag parental	CHO-K1 Ca antag	CHRM4 agonist
C=CCn1c(CNS(=O)(=O)c2ccc(Br)cc2)n[nH]c1=S as listed: 18	1	4	-2	7	5	1.9	-14	2
Cc1ccc(CN2CCSc3ccc(C(=O)NCc4ccccn4)cc32)cc1 as listed: 18	4	-7	-5	7	-4	0.4	0	2
O=C1CCC(c2ccccc2)c2ccccc21 (centres undefined) as listed: 10	-5	9	-2	0	-5	1.9	-2	-2
O=c1oc(Nc2ccccc2F)nc2ccccc12 as listed: 13	15	2	-2	-8	-9	0.0	-10	1
